From PubChem BioAssay
LDHA inh = blocks human lactate dehydrogenase A; P00338; purified LDHA, NADH/diaphorase-resazurin fluorescence; active compounds read low; hit rate 0.15% among 480,000; activity change, % (values are at about 110 or 230 µM); AID 1347041; in the data active means activity change below about -30%; inconclusive means mostly about -25% to -30%;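 further: plate controls were DMSO wells for no effect and wells without enzyme for full effect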
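Human LDH5 at 2 nM final in Tris HCl pH 7.4 with 0.06 mM NADH and 0.2 mM pyruvate, reacted 5 minutes at room temperature. Remaining NADH coupled via diaphorase/resazurin; resorufin fluorescence read at 0 and 20 minutes, normalized to enzyme-free and DMSO wells.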
Vif-A3G inh = blocks the Vif interaction with human APOBEC3G. hit rate 0.076% among 410,000. HeLa A3G-eYFP + Vif (tagged APOBEC3G with the HIV-1 protein that degrades it), YFP fluorescence, overnight. Potency, µM (titrated, usually from 46.1 µM), without a hit: top-dose activity, negative = active, most hits filed as inhibitors;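 further: potency means the concentration at half of the fitted maximal effect; on the % scale 0 is the no-effect control and ±100 the full control effect; nearly all actives have a fitted effect of over 60% in size; hits raise eYFP signal because A3G escapes Vif-driven loss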
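Read-out is eYFP fluorescence (Ex 488/Em 500-530) from Vif-expressing HeLa A3G-eYFP cells; more signal means A3G escaped Vif-mediated degradation. Cells plated overnight, compound pinned in, incubated overnight at 37 deg C.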
RGS4 inhibitor = blocks human RGS4-accelerated GTP hydrolysis; Transcreener GDP fluorescence polarization, RGS4-accelerated GTP hydrolysis; Potency, µM (titrated, usually from 114 µM), for inactives: at the highest dose activity change, negative = inhibition, usual class: inhibitors; hit rate 0.039% among 390,000; AID 504845; further: potency means the concentration at half of the fitted maximal effect; on the % scale 0 is the no-effect control and ±100 the full control effect; nearly all actives have a fitted effect of over 75% in size; some results filed as inactive show a strong effect at the top dose
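MLSMR compounds (23 nl, pin-transferred) preincubated 10 min at room temperature with a 500nM (2x) first reagent, then RGS4 at 900nM (2x) plus Transcreener GDP mix added; fluorescence polarization (620/688 nm) read before and after 90 min at 30 °C.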
Glioma ERSR ind = induces the endoplasmic reticulum stress response in human glioma cells | U87-MG GRP78 promoter luciferase reporter, 16 h | Potency, µM, inactives show top-dose activation, actives largely listed as activators | hit rate 0.02% among 420,000 | AID 602332; further: potency means the concentration at half of the fitted maximal effect; series mostly up to about 76 µM; % of control where 0% means no effect; nearly all actives have a fitted effect of over 35% in size
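Stably transfected U87-MG glioma cells carrying a GRP78-based luciferase sensor; 16 h compound incubation. Luminescence end-point read 10 min after Bright-Glo addition at room temperature.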
D2 agonist = D2 dopamine receptor (human) agonism. P14416. HEK293 T-REx D2 cells, calcium flux agonist mode. activation, % at 2 µM. hit rate 0.53% among 340,000;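 active means activation over 3 SD above normal in the single-dose calcium agonist read, cut at about 30% in these data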; further: 0% is about no effect
Target sequence (P14416 whole entry, looked up): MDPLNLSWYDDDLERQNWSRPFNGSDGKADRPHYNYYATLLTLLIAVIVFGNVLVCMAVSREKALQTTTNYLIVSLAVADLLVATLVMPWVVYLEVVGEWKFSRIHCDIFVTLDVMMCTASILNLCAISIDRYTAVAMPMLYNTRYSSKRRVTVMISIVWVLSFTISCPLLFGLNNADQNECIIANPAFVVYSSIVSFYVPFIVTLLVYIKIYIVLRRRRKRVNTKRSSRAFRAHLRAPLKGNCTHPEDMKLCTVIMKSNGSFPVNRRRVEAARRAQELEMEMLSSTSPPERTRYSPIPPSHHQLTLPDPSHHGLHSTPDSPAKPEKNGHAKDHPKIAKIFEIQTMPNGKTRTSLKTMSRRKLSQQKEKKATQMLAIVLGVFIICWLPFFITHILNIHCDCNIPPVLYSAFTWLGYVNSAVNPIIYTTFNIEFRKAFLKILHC
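Agonism scored from kinetic calcium signal (1 read/sec, 180 s) following compound pin transfer, after a 10 s baseline. Cells: HEK293 Trex line expressing inducible D2 receptor coupled to calcium, dye-loaded after overnight culture at 30 C.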
ERG Ets-DNA blk = blocks human ERG Ets domain binding to DNA. P11308. fluorescence polarization, His-ERG Ets domain / labelled DNA. Potency, µM (top dose mostly 76.9 µM), for inactives: at the top dose FP activity, negative = inhibition, usual class: inhibitors. hit rate 0.028% among 370,000; active means well fitted inhibition curve with a large enough effect in the polarisation, with a control signal flat; inconclusive means small, poorly fitted or top-dose-only effect, or effect the other way, or a change in a side signal; inactive means no such curve, though single readings can be large or run the other way; the % refers to the polarisation;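 further: polarization taken with two DNA probes labelled with fluorescein and Texas red; potency means the concentration at half of the fitted maximal effect; % of control where 0% means no effect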
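His-tagged ERG Ets domain (1 uM in the protein solution; 300mM KCl, 50mM Tris-HCl, 1mM EDTA, 1mM DTT, pH 7.5) received compound, then a probe mix of 5 nM fluorescein-DNA and 100nM Texas-615-DNA. Fluorescence polarization was read for both dyes.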
D2 antag = D2 dopamine receptor (human) antagonism. HEK293 TREx D2 cells, calcium flux, dopamine EC80. inhibition, % at 10 µM. hit rate 2% among 340,000. AID 485344; in the data active means inhibition above about 30%; further: 0% is about no effect
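In this primary screen, negative modulation is detected by tracking calcium flux after an EC80 dopamine challenge in inducible HEK293 T-REx D2 cells preexposed to test compound for 180 s.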
Vif-A3F inh = blocks the Vif interaction with APOBEC3F; HeLa A3F-eYFP + Vif (tagged APOBEC3F with the HIV-1 protein that degrades it), YFP fluorescence increase; Potency, µM (doses to about 46.1 µM), for the others: at the top dose activity, negative = active; hit rate 0.2% among 390,000; further: potency means the concentration at half of the fitted maximal effect; % of control where 0% means no effect; nearly all actives have a fitted effect of over 65% in size
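HeLa cells stably expressing A3F-eYFP plus Vif, plated and incubated overnight at 37 deg C, then exposed to compounds overnight at 37 deg C. Blocked degradation read as raised yellow fluorescence (Ex 488/Em 500-530).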
12-LOX inh = inhibitors of human 12S-lipoxygenase ALOX12; P18054; hit rate 1.1% among 580,000; Potency, µM (doses to about 108 µM), inactives show at the top dose activity change, negative = inhibition, most hits filed as inhibitors; purified 12hLO, xylenol orange hydroperoxide absorbance; further: potency means the concentration at half of the fitted maximal effect; on the % scale 0 is the no-effect control and ±100 the full control effect
Target sequence (P18054 whole entry, looked up): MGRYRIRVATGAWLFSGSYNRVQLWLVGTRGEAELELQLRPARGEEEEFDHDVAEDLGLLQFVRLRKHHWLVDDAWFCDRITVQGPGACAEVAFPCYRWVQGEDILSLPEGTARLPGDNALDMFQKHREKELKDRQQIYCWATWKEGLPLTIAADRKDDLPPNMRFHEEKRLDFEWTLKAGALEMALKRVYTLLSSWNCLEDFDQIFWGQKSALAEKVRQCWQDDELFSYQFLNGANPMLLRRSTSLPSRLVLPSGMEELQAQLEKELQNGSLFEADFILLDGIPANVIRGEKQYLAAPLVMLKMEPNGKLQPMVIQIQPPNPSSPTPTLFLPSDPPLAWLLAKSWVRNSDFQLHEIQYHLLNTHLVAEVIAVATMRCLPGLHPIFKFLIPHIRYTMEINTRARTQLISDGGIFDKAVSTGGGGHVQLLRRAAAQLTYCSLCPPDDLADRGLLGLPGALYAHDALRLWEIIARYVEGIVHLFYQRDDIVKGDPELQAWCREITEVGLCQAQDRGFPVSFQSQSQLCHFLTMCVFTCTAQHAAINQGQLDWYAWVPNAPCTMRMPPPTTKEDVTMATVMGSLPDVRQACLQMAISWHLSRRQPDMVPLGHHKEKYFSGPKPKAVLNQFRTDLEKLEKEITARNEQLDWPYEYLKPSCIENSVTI
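Purified human 12hLO (150 nM final) in 25 mM Hepes, 0.01% Triton X-100, pH 7.0 was preincubated 15 min at room temperature with compound. Then 40 uM arachidonic acid was added, 30 min. Hydroperoxide was read by Fe-XO absorbance ratio 573/405 nm.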
Numbers without * were called inactive; ? = inconclusive; · = not tested or not shown; & = joins results of further samples; [ ] = remark or other dose. Unless noted, the call rests on the fitted dose curve; in most records, active means well fitted curve in the direction sought with a large enough effect; inconclusive means small, poorly fitted or top-dose-only effect, or another doubt; inactive means no such curve, though single readings can be large; an effect the other way counts as inactive or inconclusive. The list is partial; rates above refer to the full screens.

SMILES	LDHA inh	Vif-A3G inh	RGS4 inhibitor	Glioma ERSR ind	D2 agonist	ERG Ets-DNA blk	D2 antag	Vif-A3F inh	12-LOX inh
CC/C(=C1/C(=O)CC(C)(C)C(C(=O)OC)C1=O)N1CCCC1 (stereo not given)	-6	2%	1%	-3%	1.2	0%	23	-8%	-24%
COc1ccc(CNC(=O)CCSCc2cccc(F)c2)cc1	-3	2%	-1%	-2%	-0.3	20%	-22	-35%	4%
OCCNc1nc(N2CCCCC2)nc2ccccc12	-2	4%	-8%	-2%	-0.1	-5%	12	4%	?
Nc1c(C(=O)NCc2ccccc2)sc2nc(N3CCOCC3)c3c(c12)CCCC3	-3	1%	-30%	-6%	-0.5	0%	8	0%	-10%
CC[n+]1c(S(=O)(=O)[O-])ccc2ccc(C)cc21	-3	0%	-21%	-2%	0.0	5%	3	1%	15%
CCCCC(CC)CNC(=O)C(=O)C1C(=O)Nc2ccccc21 (stereo not given)	-1	-7%	-26%	-2%	-1.4	-9%	27	11%	-1%
CCOC(=O)c1cccc(NC(=O)Cn2c(CC(=O)NC)nc3ccccc32)c1	-3	1%	-38%	-1%	0.5	7%	6	1%	17%
CCn1c(P(C)(=O)O)nc2cc(NC(=O)c3ccccc3Cl)ccc21	3	2%	13%	-2%	-0.3	-1%	17	5%	-9%
O=C(COc1ccccc1Cl)N1CCCC1	-7	2%	17%	0%	0.1	-5%	-1	-1%	6%
COc1ccc(C2=NN(CN3C(=O)C(=O)c4ccccc43)C(c3cccc([N+](=O)[O-])c3)C2)cc1 (stereo not given)	-8	-8%	-14%	-4%	1.1	-3%	18	3%	-6%
CCCCCC(=O)N1C[C@H](n2cc(C3CC3)nn2)[C@@H](O)C[C@@H]1c1ccc(C)cc1	-3	4%	·	-1%	·	·	·	-1%	13%
CCN(C(=O)c1cccs1)c1nc(-c2ccc(OC)cc2)cs1	-4	-4%	16%	6%	0.1	-16%	6	9%	11%
Nc1ccc2nc(-c3ccc(O)cc3)sc2c1	9	-6%	18%	-9%	-3.4	10%	·	-1%	-25%
CC(=O)Nc1ccc(C2=CC(=O)C[C@H](c3ccc(Cl)cc3)C2)cc1	1	?	-20%	0%	-0.2	-3%	6	22µM*	-2%
Cc1cccc(C(=O)OC(C)C(=O)NC(=O)NC2CCCCC2)c1O (stereo not given)	3&1	1%	?	-6%	-0.7	-11%	3	?	-22%
COc1ccc(NC(=O)c2cccc3c(-c4ccc(OC)cc4C)coc23)cc1	-9	3%	·	-4%	·	·	·	·	-17%
CC1=CC(c2ccc(Cl)cc2)n2nc(N3C(=O)CCC3=O)nc2N1 (stereo not given)	5	-4%	11%	7%	0.0	-3%	-1	-3%	·
O=C(NC(=S)Nc1c(Cl)ccc2nsnc12)c1ccccc1F	4	-18%	3%[56.9 µM]	2%	0.3	-11%	28	-5%	?
CN(C)CC(O)COc1ccc(C(C)(C)c2ccc(OCC(O)CN(C)C)cc2)cc1 (stereo not given)	-4	2%	-3%	-7%	1.2	8%	4	0%	0%
CCOc1ccc(-c2nnc(NC(=O)c3ccc(OCC(C)C)c(OC)c3)o2)cc1	2	3%	-25%	4%	0.1	-7%	2	6%	6%
O=C(Nc1cccnc1)c1ccc(Cl)c(Cl)c1	0	-8%	-1%	0%	-2.3	-6%	12	0%	11%
Cc1cc(NC(=O)c2ccc(F)cc2)ccc1-c1cc2ccccc2oc1=O	-5	1%	3%	-1%	·	-5%	·	1%	-1%
c1ccc(-c2nnc(OCCN3CCOCC3)c3ccccc23)cc1	0	-2%	-16%	-3%	0.8	2%	-12	-1%	-6%
CCOC(=O)N1CCN(C(=O)c2ccc(NC(=O)c3ccc(C)cc3)cc2)CC1	-5	0%	14%	0%	-0.5	8%	0	-4%	0%
S=c1[nH]nc(-c2ccccn2)n1/N=C/c1c(Cl)cccc1Cl	-2	2%	-24%	1%	0.3	1%	2	-4%	0%
COc1ccc(-c2cc(C(F)(F)F)c3c(=O)n(-c4ccccc4)[nH]c3n2)cc1	0	1%	-39%	5%	0.1	-5%	-9	-2%	·
COc1cc(NC(=O)CN2C(=O)C(=O)N(CC(C)C)C2=O)cc(OC)c1	-3	1%	0%	-4%	-0.2	-10%	-7	1%	·
O=C(Nc1cccc([N+](=O)[O-])c1)NC1CCCCCCC1	-3	5%	-4%	2%	4.3	-1%	0	1%	-1%
CCn1c(CN2CCC(C)CC2)nc2cc(NC(=O)COc3ccc(Cl)c(C)c3)ccc21	5	5%	-21%	-3%	-1.0	-5%	·	1%	-7%
COc1ccccc1N1CCN(C(=O)CSc2nc3ccccc3nc2Cc2ccccc2)CC1	2	-4%	12%	-2%	·	1%	·	-1%	-10%

Vif-A3F inh: hit marks shown above
| Molecule | Vif-A3G inh | RGS4 inhibitor | Glioma ERSR ind | ERG Ets-DNA blk | D2 antag | Vif-A3F inh | 12-LOX inh |
| --- | --- | --- | --- | --- | --- | --- | --- |
| CC(=O)Nc1ccc(C2=CC(=O)C[C@H](c3ccc(Cl)cc3)C2)cc1 | ? | -20% | 0% | -3% | 6 | 22µM* | -2% |

Next structures follow:
SMILES	LDHA inh	Vif-A3G inh	RGS4 inhibitor	Glioma ERSR ind	D2 agonist	ERG Ets-DNA blk	D2 antag	Vif-A3F inh	12-LOX inh
Cc1ccc2c(=O)cc(C(=O)NC3CCS(=O)(=O)C3)oc2c1C (stereo not given)	-5	1%	-6%	-1%	0.3	6%	14	-4%	-10%
c1coc(CNC2CCCCCCC2)c1	-12	-8%	1%	-5%	-0.1	2%	-5	-10%	?
O=C(Nc1ccc2nc(-c3cccs3)c(-c3cccs3)nc2c1)NC1CC1	7	2%	-3%	2%	0.5	-8%	-4	-1%	?
COc1cc(F)c(C2=CC(=O)C[C@H](c3ccc(Cl)cc3)C2)cc1F	-4	1%	15%	-1%	0.5	0%	35*	4%	1%
C/C(CC(=O)Nc1ccc2c(c1)OCCO2)=N\NC(=O)c1cccc(O)c1	-4	-4%	6%	4%	0.0	1%	18	1%	20%
COc1ccc(CCN2CC(=O)NC(=O)C2)cc1OC	-2	-4%	·	-4%	·	·	·	-8%	2%
c1ccc(-c2cc3ncc4c(n3n2)-c2ccccc2OC4)cc1	-4	-3%	1%	4%	0.1	-3%	·	-2%	0%
COc1ccc(-c2cn(CCO)nc2-c2ccc(OC)cc2)cc1	-3	1%	7%	-3%	-0.4	-9%	14	0%	-9%
COc1cccc(NC(=O)CN(C)C(C)C(=O)N2CCCCC2)c1 (stereo not given)	-23	1%	10%	-1%	·	13%	·	-6%	?
Cc1ccc(Cn2c(=O)n(Cc3ccc(C(=O)NC4CCN(Cc5ccccc5)CC4)cc3)c(=O)c3ccccc32)cc1	-6	-2%	25%	-2%	0.2	1%	·	-5%	-23%
O=C(Nc1cc(C(F)(F)F)ccc1-n1cncn1)c1ccc(-c2ccccc2)cc1	-2	0%	-30%[56.9 µM]	-6%	0.3	-11%	4	-9%	39%[activator]
Cc1ccc(NC(=O)Nc2cccc(C(F)(F)F)c2)nc1	-13	2%	13%	5%	1.3	-5%	-8	1%	0%
COc1ccc(-c2nc3c4ccccc4ccn3c2C=O)cc1	-4	0%	-10%	-2%	0.0	0%	-12	2%	-4%
Cc1ccc(-c2ccc(CN3C(C)C(=O)N(Cc4cn(CCC5OCCCO5)nn4)CCS3(=O)=O)cc2)cc1 (stereo not given)	2	0%	·	-3%	·	·	·	1%	-4%
Cc1ccc(-n2ncc3c2CC(C)(C)CC3NC(=O)CCn2cncn2)cc1 (stereo not given)	-8	3%	0%	-3%	0.7	-9%	-1	4%	-2%
COc1ccc(/C=C2/SC(=S)N(CCC(=O)Nc3cccnc3)C2=O)cc1OC	-3	0%	·	0%	·	·	·	-9%	-13%
Cc1ccc(C(=O)N2CCCC(CCC(=O)N3CCN(c4ccccn4)CC3)C2)cc1 (stereo not given)	0	5%	-18%[56.9 µM]	-4%	-0.4	-9%	4	1%	6%
O=C(Oc1cccc2cccnc12)c1ccc(Br)o1	5	0%	?	-4%	0.8	-2%	-3	-15%	0%
Cc1ccccc1NC(=O)Cc1nc(COC(=O)CCc2ccccc2)cs1	1	-7%	8%	-3%	-0.7	·	15	6%	?
c1ccc(C2=NCCCN2)cc1	-11	-3%	13%	-2%	1.0	·	4	0%	9%
CN(C(=O)COC(=O)CN1C(=O)c2cccc([N+](=O)[O-])c2C1=O)c1ccccc1	0	0%	9%	1%	0.2	-2%	-27	-13%	27%
O=c1c2c(ncn2C2CCCC2)n(Cc2ccccc2)c(=O)n1CCOc1ccc(Br)cc1	-4	-6%	1%	-6%	0.6	16%	9	1%	16%
Clc1cccc(Cl)c1CNC1CCCC1	-1	-4%	17%	-1%	0.8	-6%	-10	-1%	-11%
O=C(NCc1n[nH]c(=S)n1-c1cccc(Cl)c1)c1cccs1	-5	0%	-28%	-1%	-0.2	2%	-2	8%	?
C1CN(CC2COC(CN3CCOCC3)CO2)CCO1 (stereo not given)	-7	-1%	-1%	-1%	·	15%	·	1%	-27%
CCOC(=O)c1cc(-c2ccc(C)cc2)n(CCC(=O)Nc2cc(Cl)ccc2C)c1C	-9	-7%	1%	-2%	0.3	0%	·	-14%	-14%
Cc1ccnc(NC(=O)CCC(=O)N(CC(=O)NC(C)(C)C)C2CCCC2)c1	-4	-1%	21%	-3%	0.2	3%	4	-1%	0%
COc1cccc(CN(C)C(=O)c2cc(S(=O)(=O)NC3CCCCC3)ccc2C)c1OC	0	1%	12%	-3%	·	0%	·	6%	4%
